# EWS-Fli inh: EWS/Fli transcriptional activity inhibition; A673 NR0B1-luciferase reporter, viability-normalised; inhibition, % at 12.6 µM; 350,000 compounds, 0.67% hits;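 active means mean inhibition of at least 50% after viability correction, with every replicate also passing that limit; inconclusive means mean reaches 50% but only one of two replicates passes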;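 further: firefly luciferase signal divided by Alamar Blue viability fluorescence both relative to DMSO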
# PGC1a acetyl inh: modulators of PGC1a acetylation | U2OS PGC1a acetylation, AlphaScreen anti-acetyl-lysine; with virally co-expressed GCN5 acetyltransferase | inhibition, % at 15.6 µM | 350,000 compounds, 0.17% hits | AID 651687;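 active means every replicate shows inhibition of at least 40%; inconclusive means mean inhibition at least 40% but some replicate below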;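 further: 0% = neutral control wells and 100% = positive control wells; some results beyond the cut were filed as inactive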
# FN deposit inh: fibronectin deposition inhibition. inhibition, % at 12.6 µM. AH1F fibroblasts, Alexa488-fibronectin deposition fluorescence, overnight. 350,000 compounds, 0.086% hits;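 active means mean inhibition across replicates of 30% or more, regardless of how many single replicates reach that level; inconclusive means mean under 30% yet at least half of replicates reach 30%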;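 further: positive control wells lacked labelled fibronectin entirely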
#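 Assay system: AH1F fibroblast monolayer, labelled fibronectin deposition. Amount: 10000 cells per well. Also added: labelled fibronectin 24 nM. Compound: single-point pinned compound. Incubation: cell attachment 1 h, compound and FN exposure overnight. Detection: fluorescence after three HBSS washes, excitation 485 nm, emission 525 nm. Read-out: inhibition of fibronectin deposition signal.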
# PAX8 reporter: lowers PAX8-driven luciferase in RMG-I cells | RMG-I TPO-luciferase reporter, SteadyGlo, 24 h | inhibition, % at 12.6 µM | 360,000 compounds, 1.2% hits;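 active means mean replicate inhibition at least 60% with every replicate also reaching 60%; inconclusive means only one of the two criteria is met; inactive means mean below 60% and not all replicates reaching 60%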;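 further: luciferase light reporting Pax8 driven TPO promoter activity; plate controls were median of neutral control wells for no effect and mitoxantrone controls for full effect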
# Cneo AK release: Cryptococcus neoformans lysis via adenylate kinase release; lysis activity, % at 15 µM; 360,000 compounds, 0.2% hits; C. neoformans lysis, adenylate kinase release luminescence, 4 h; normalised: neutral wells 0, clomiphene wells 100;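 active means mean lysis activity across replicates of at least 80%, whatever share of replicates individually reach that level; inactive means mean lysis activity below 80%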
#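 read-out = cell lysis signal | test system = log-phase Cryptococcus neoformans yeast cells | input = cells at 5 × 10^6 per mL | medium = fresh YPD growth medium | signal = luminescent adenylate kinase detection reagent | timing = 4 h at 37 °C static, read 1 h later | dosing = single dose | controls = Clomiphene as positive lysis control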
# LGR2 antag: inhibitors of bursicon-induced Drosophila LGR2 receptor cAMP signaling. inhibition, % at 9.99 µM. HEK293 LGR2, CRE-luciferase, bursicon-stimulated, 4 h. 380,000 compounds, 0.35% hits. AID 720647;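 active means drop in luminescence signal, shown as inhibition above about 50% in the replicate tests, limit read from the data, passing the limit was not always enough; inconclusive means probably only some replicates passing the limit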;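 further: agonist challenge used bursicon conditioned medium at about half maximal strength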
# CASP6 VEID inh: blocks human caspase-6 cleavage activity; purified caspase-6, Z-VEID-R110 cleavage fluorescence; AID 686996; 350,000 compounds, 0.53% hits; P55212; inhibition, % at 12.5 µM;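 active means mean inhibition across replicates at least about 35%, with every replicate also reaching that limit, limit read from the data; inconclusive means only one of the two criteria met; inactive means neither criterion met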;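 further: 0% = median of neutral control wells and 100% = no fluorescence left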
# Target sequence (P55212 24-179 limits assumed): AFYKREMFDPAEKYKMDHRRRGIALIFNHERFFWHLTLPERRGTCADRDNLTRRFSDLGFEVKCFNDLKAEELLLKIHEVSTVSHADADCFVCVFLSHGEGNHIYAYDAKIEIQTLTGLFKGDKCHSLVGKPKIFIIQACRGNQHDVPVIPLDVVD
# Target sequence (P55212 194-293 limits assumed): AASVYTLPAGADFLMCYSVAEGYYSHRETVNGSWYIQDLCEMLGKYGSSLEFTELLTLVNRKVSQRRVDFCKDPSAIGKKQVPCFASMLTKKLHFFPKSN
# miR122 inh: miR-122 inhibition in Huh7 cells; Huh7 miR-122 Renilla luciferase sensor, 48 h; neutral wells = 0, positive control = 100; activation (reporter increase), % at 12.5 µM; 340,000 compounds, 0.3% hits;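 active means mean replicate activation score at least 90 and every replicate individually at or above 90; inconclusive means only one of the two criteria met; inactive means neither criterion met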;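 further: higher luciferase means less miR-122 activity so hits act as miR-122 inhibitors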
# The depositor's hits bear a star; ? = inconclusive; . = no result given; [ ] = another dose, or the depositor's remark.
SMILES,EWS-Fli inh,PGC1a acetyl inh,FN deposit inh,PAX8 reporter,Cneo AK release,LGR2 antag,CASP6 VEID inh,miR122 inh
CCc1ccc2c(CN3CCN(Cc4ccccc4)CC3)cc(=O)oc2c1,0,.,-11,-4,-1,-4,3,.
C/C=C/c1ccc([C@@H]2[C@@H](CN(C)C(=O)CC)N(C(=O)NCCC)[C@H]2CO)cc1,1,-1,-10,9,0,8,1,-18[16.7 µM]
COc1ccc(/C=C/C(=O)Nc2cccc(S(=O)(=O)NC3=NCCCCC3)c2)cc1,-51,-9,-4,-66,-9,-48,3,2
CCC(=O)Nc1ccc2oc(-c3ccccc3Br)nc2c1,.,-24,.,.,-1,-79,.,-2
CCOC(=O)c1cccc(NC(=O)CSc2nc3ccccc3c(=O)n2CC)c1,.,0,3,.,2,.,.,-2
CCOC(=O)c1c(NC(=O)CN2CCOCC2)sc(C(=O)NC)c1C,.,3,.,4,3,.,.,0
Cc1cc(/C=N/Nc2nc(N3CCOCC3)nc(N3CCOCC3)n2)c(C)n1-c1ccccc1,-12,.,14,-8,.,-16,1,.
COc1ccccc1N1N=C(c2ccc([N+](=O)[O-])cc2)CC1c1ccccc1 (stereo unspecified),5,.,1,3,-3,5,-3,.
N#Cc1ccc(COC(=O)c2cccnc2Cl)cc1,3,8,6,-22,-3,-11,-3,-4
O=C(CC1C(=O)N(Cc2ccccc2)C(=S)N1CCN1CCOCC1)Nc1ccc(F)cc1 (stereo unspecified),22,10,-4,22,3,14,1,6
C[C@@H]1CN([C@@H](C)CO)C(=O)CCCn2cc(nn2)CO[C@H]1CN(C)Cc1ccc(Oc2ccccc2)cc1,-5,-4,0,0,.,-3,.,-8[16.7 µM]
CCOC(=O)COc1cc([N+](=O)[O-])cc2cccnc12,-2,-1,0,10,1,10,3,-7
C[C@H](CO)N1C[C@H](C)[C@H](CN(C)Cc2ccc(-c3ccccc3)cc2)Oc2c(NS(=O)(=O)c3ccccc3)cccc2C1=O,-6,.,.,.,-3,2,0,4[16.7 µM]
O=C(C1=C[C@@H](c2ccc(Br)cc2)C[C@@H](OCc2ccc(CO)cc2)O1)N1CCCC1,-21,4,.,.,2,.,0,.
Cc1ccc(N2C(=O)CCSC23C(=O)Nc2ccccc23)cc1 (stereo unspecified),.,-11,-6,.,1,.,.,5
Cc1cc(=O)[nH]c(Nc2ccc(N(C)C)cc2)n1,2,12,0,-22,2,1,0,-5
CCOP(=O)(OCC)C(Nc1ccccc1)c1cc(OC)ccc1OC (stereo unspecified),5,-1,-17,16,-3,.,1,20
COc1ccccc1-c1cc2nc(NCCc3ccc(S(N)(=O)=O)cc3)ccn2n1,-3,34,.,12,-2,-13,-2,.
O=C1[C@H](Cc2ccccc2)NCC=CC[C@H](c2ccc(Cl)cc2)N1Cc1ccc(Cl)cc1,17,1,-5,13,4,17,2,-14
COC(C[C@@H]1O[C@@H]1C(=O)[C@@H](C)OCc1ccccc1)OC,-8,.,-1,-7,3,1,-2,.
Brc1cccc(CN2CCCCCC2)c1,8,.,-7,11,1,8,-3,.
CC(C)NC(=O)N(C)C[C@H]1Oc2c(NS(=O)(=O)c3ccc(Cl)cc3)cccc2C(=O)N([C@@H](C)CO)C[C@@H]1C,5,-7,-9,-16,105*,6,-3,27[16.7 µM]
CC=Cc1ccc2n(c1=O)C[C@@H]1[C@@H](CO)[C@H](C(=O)N(C)C)[C@H]2N1C(=O)c1ccc(F)cc1 (mixture of isomers),-6,.,.,-15,-1,8,2,.
CC(NC(=O)[C@@H](NC(=O)[C@@H]1Cc2ccccc2CN1)C(C)C)c1ccccc1 (stereo partly specified),.,3,3,4,-1,4,4,-9
Cc1ccc(S(=O)(=O)N2CCC(C(=O)OCCOc3cccc(C)c3)CC2)cc1,-2,0,-3,-11,-3,14,2,.
SMILES,EWS-Fli inh,PGC1a acetyl inh,FN deposit inh,PAX8 reporter,Cneo AK release,LGR2 antag,CASP6 VEID inh,miR122 inh
COc1ccc(-c2nc(-c3cccs3)no2)cc1,82*,8,-2,41,.,81*,8,.
Cc1ccc(Cl)cc1NC(=O)CN1C(=O)NC2(CCCCCC2)C1=O,4,-3,-2,8,-4,6,0,-7
C[C@@H]1CCCCO[C@@H](CN(C)Cc2ccc(Cl)c(Cl)c2)[C@H](C)CN([C@H](C)CO)C(=O)c2cc(NC(=O)Cc3ccccc3)ccc2O1,-22,31,.,29,.,4,.,.
CCN(CC)C(=O)CSc1nc2ccccc2c(=O)n1-c1cccc(OC)c1,.,-10,2,21,2,.,.,2
CC(Sc1nc2ccccc2c(=O)n1C)C(=O)N(C)C1CCCCC1 (stereo unspecified),37,4,-5,32,9,-7,5,-7
C[C@@H]1CN([C@@H](C)CO)C(=O)c2cc(NC(=O)Nc3cccc4ccccc34)ccc2O[C@@H](C)CCCCO[C@H]1CN(C)C(=O)NC1CCCCC1,-54,?,-21,-15,3,3,2,-2[16.7 µM]
COc1cc2c(cc1OC)C(C)N(CC(=O)Nc1ccc(C)c(S(=O)(=O)N3CCOCC3)c1)CC2 (stereo unspecified),12,-1,7,28,-1,-1,0,-15
CCCNC(=O)[C@H]1[C@H](CO)[C@H]2Cn3c(ccc(C4=CCCC4)c3=O)[C@@H]1N2CCC(F)(F)F,-9,.,.,-14,4,3,1,5[16.7 µM]
O=C(NCc1ccc(Cl)cc1)C1CCCO1 (stereo unspecified),1,-6,.,1,3,-17,1,-4
O=S(=O)(c1cccc(-c2nnc3n2CCCCC3)c1)N1CCCC1,-4,-12,4,-10,-1,13,1,-2
COC(=O)CSC1=C(C#N)C(c2ccccc2F)CC(=O)N1 (stereo unspecified),-6,-4,-3,18,3,6,4,0
CC(C)(C)c1ccc(-c2nnc(N)s2)cc1,-79,.,-6,-82,-12,-61,-5,12
O=C(C[C@H]1CC[C@@H](NC(=O)CC2CC2)[C@@H](CO)O1)NCc1ccc(-c2ccccc2)cc1,0,-4,4,-7,4,0,1,.
COC(=O)N/N=C/c1cn(CC(C)COc2ccccc2)c2ccccc12 (stereo unspecified),.,-8,.,11,-5,32,.,-2
CC1=C(C(=O)N2CCC=CC2=O)Cc2ccccc21,12,-43,.,95*,-1,.,23,.
O=C(Nc1ccc2ccccc2c1)C(c1ccc(C(F)(F)F)cc1)n1c(=O)c(-c2cc3ccccc3[nH]2)nc2ccccc21 (stereo unspecified),-8,.,0,18,.,1,-3,.
Cc1cnc(NC(=O)CSc2nnc(Cc3ccccc3)o2)s1,-5,-9,.,.,1,-18,1,-4
O=C(c1ccc(F)cc1)N1[C@H](CO)[C@@H]2c3ccccc3NC[C@@H]21,-14,-2,.,1,11,-17,-4,56[16.7 µM]
N#C/C(=C\c1ccccc1Cl)C(=O)NC(=O)Oc1ccccc1,.,10,1,.,0,.,.,-6
COc1ccc(S(=O)(=O)N2CCCC2C(=O)n2nc(C)cc2C)cc1 (stereo unspecified),8,-4,2,8,.,24,-2,2
CC1=C(C(=O)N(C(C)C)C(C)C)CC(CC(=O)NCCCCc2ccccc2)C(=O)N1CCCN1CCCC1=O (stereo unspecified),2,6,-8,-2,2,-2,13,1
O=C(Cn1cnc2c(cnn2-c2ccc(Cl)cc2)c1=O)N1CCN(c2ccccc2)CC1,14,2,3,19,9,10,1,-6
COc1ccc(N2CCN(C(CNC(=O)C(=O)NCCCn3ccnc3)c3cccnc3)CC2)cc1 (stereo unspecified),-5,.,9,-6,.,-22,-81,.
O=C1N2CCCCC1(c1ccccc1)CCCC2,-3,.,-10,-5,.,.,1,.
O=C(CSc1ncnc2c1nnn2-c1ccc(F)cc1)NCC1CCCO1 (stereo unspecified),.,3,.,.,-2,18,.,-3
Cc1cc(O)c(C2(O)C(=O)Nc3ccccc32)cc1C (stereo unspecified),0,-2,1,7,0,-12,19,-2
CCc1nc2c(OCc3ccc(C(F)(F)F)cc3)cccn2c1N(C)C(=O)c1ccc(OC)cc1,6,.,6,20,0,-9,1,-3
CCC(=O)N1CC2(C1)[C@H](c1ccccc1)[C@@H](CO)N2Cc1ccccc1OC,5,0,.,.,.,6,1,.
CC(C)C(=O)c1c(C(C)C)nn2ccccc12,1,0,14,-17,3,-29,7,-4
COc1ccccc1NS(=O)(=O)c1cc(NC(=O)c2cccs2)ccc1N1CCCCC1,7,.,-5,9,.,8,-3,.

# Taken from above, 13 compounds:
SMILES,EWS-Fli inh,PGC1a acetyl inh,FN deposit inh,PAX8 reporter,Cneo AK release,LGR2 antag,CASP6 VEID inh,miR122 inh
O=C(c1ccc(F)cc1)N1[C@H](CO)[C@@H]2c3ccccc3NC[C@@H]21,-14,-2,.,1,11,-17,-4,56[16.7 µM]
N#C/C(=C\c1ccccc1Cl)C(=O)NC(=O)Oc1ccccc1,.,10,1,.,0,.,.,-6
COc1ccc(S(=O)(=O)N2CCCC2C(=O)n2nc(C)cc2C)cc1 (stereo unspecified),8,-4,2,8,.,24,-2,2
CC1=C(C(=O)N(C(C)C)C(C)C)CC(CC(=O)NCCCCc2ccccc2)C(=O)N1CCCN1CCCC1=O (stereo unspecified),2,6,-8,-2,2,-2,13,1
O=C(Cn1cnc2c(cnn2-c2ccc(Cl)cc2)c1=O)N1CCN(c2ccccc2)CC1,14,2,3,19,9,10,1,-6
COc1ccc(N2CCN(C(CNC(=O)C(=O)NCCCn3ccnc3)c3cccnc3)CC2)cc1 (stereo unspecified),-5,.,9,-6,.,-22,-81,.
O=C1N2CCCCC1(c1ccccc1)CCCC2,-3,.,-10,-5,.,.,1,.
O=C(CSc1ncnc2c1nnn2-c1ccc(F)cc1)NCC1CCCO1 (stereo unspecified),.,3,.,.,-2,18,.,-3
Cc1cc(O)c(C2(O)C(=O)Nc3ccccc32)cc1C (stereo unspecified),0,-2,1,7,0,-12,19,-2
CCc1nc2c(OCc3ccc(C(F)(F)F)cc3)cccn2c1N(C)C(=O)c1ccc(OC)cc1,6,.,6,20,0,-9,1,-3
CCC(=O)N1CC2(C1)[C@H](c1ccccc1)[C@@H](CO)N2Cc1ccccc1OC,5,0,.,.,.,6,1,.
CC(C)C(=O)c1c(C(C)C)nn2ccccc12,1,0,14,-17,3,-29,7,-4
COc1ccccc1NS(=O)(=O)c1cc(NC(=O)c2cccs2)ccc1N1CCCCC1,7,.,-5,9,.,8,-3,.

# Bioassay records from PubChem.
